HT1080-NT tox = kills 2HG-producing HT-1080-NT fibrosarcoma cells; HT-1080-NT fibrosarcoma viability, CellTiter-Glo ATP luminescence, 48 h; Potency, µM (top dose mostly 46.1 µM), without a hit: at the top dose activity, negative = less viability, actives largely listed as cytotoxic; 360,000 compounds, 1.6% hits;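 further: NT is the 2HG producing partner of a matched IDH1 knockdown line; potency means the concentration at half of the fitted maximal effect; 0% = DMSO-treated cells and -100% = media-only wells without cells; nearly all actives have a fitted effect of over 55% in size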
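HT-1080-NT; 750 cells/well; 5% FBS RPMI; 48 h compound, 37 degrees C; CellTiter-Glo luminescence; curve fitting and curve-class assignment.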
MCF10A rereplic = DNA re-replication induction in MCF 10a cells | MCF 10A DNA re-replication, Hoechst nuclear intensity, 48 h | Potency, µM (highest dose often 46.1 µM), inactives show top-dose activity, positive = re-replication, usual class: activators | 350,000 compounds, 2.9% hits | AID 624296; further: potency means the concentration at half of the fitted maximal effect; % of control where 0% means no effect; nearly all actives have a fitted effect of over 50% in size
KB-V1 MDR tox = kills drug-selected multidrug resistant KB-V1 cells. KB-V1 MDR cells viability, CellTiter-Glo, 72 h. 400,000 compounds, 3.4% hits. Potency, µM (series often up to 46.1 µM), without a hit: top-dose activity change, negative = cytotoxicity, usual class: cytotoxic; further: potency means the concentration at half of the fitted maximal effect; on the % scale 0 is the no-effect control and ±100 the full control effect; nearly all actives have a fitted effect of over 60% in size
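Potencies derive from concentration-effect curves fitted to normalized luminescence (CellTiter-Glo) of KB-V1 cells treated for 72 h at 37 degrees C in phenol-red-free DMEM containing 10% FBS.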
SW480 rerep = inducers of DNA re-replication in SW480 colon cancer cells. SW480 DNA re-replication, Hoechst DNA content imaging, 48 h. AID 624297. 340,000 compounds, 1.8% hits. Potency, µM (series often up to 46.1 µM), for inactives: top-dose re-replication activation, hits mostly activators; further: potency means the concentration at half of the fitted maximal effect; % of control where 0% means no effect; nearly all actives have a fitted effect of over 55% in size
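Readout is total intensity of Hoechst-stained nuclei, excited at 405 nm and collected at 500-530 nm. Compound treatment lasted 48 hr at 37 C in 5% CO2 before staining.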
KB-3-1 cytotox = kills parental KB-3-1 adenocarcinoma cells; KB-3-1 viability, CellTiter-Glo ATP luminescence, 72 h; Potency, µM (series often up to 46.1 µM), inactives show at the highest dose activity change, negative = cytotoxic, usual class: cytotoxic; 400,000 compounds, 1.4% hits; AID 1347075; further: potency means the concentration at half of the fitted maximal effect; on the % scale 0 is the no-effect control and ±100 the full control effect; nearly all actives have a fitted effect of over 60% in size
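KB-3-1 parental drug-naive adenocarcinoma cells in DMEM/10% FBS, incubated 72 h at 37 C with pin-transferred compounds across a concentration series. Viability by CellTiter-Glo luminescence; concentration-response curves fitted after normalization.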
DRD3 agonist = activates the human D3 dopamine receptor; AID 652048; P35462; D3R DiscoveRx beta-arrestin cells, luminescence, 90 min; max activation, %; 410,000 compounds, 0.58% hits; in the data active means max activation above about 30%; further: 0% is about no effect; mostly tested at two doses, the higher about 12 µM
Target sequence (P35462 whole entry, looked up): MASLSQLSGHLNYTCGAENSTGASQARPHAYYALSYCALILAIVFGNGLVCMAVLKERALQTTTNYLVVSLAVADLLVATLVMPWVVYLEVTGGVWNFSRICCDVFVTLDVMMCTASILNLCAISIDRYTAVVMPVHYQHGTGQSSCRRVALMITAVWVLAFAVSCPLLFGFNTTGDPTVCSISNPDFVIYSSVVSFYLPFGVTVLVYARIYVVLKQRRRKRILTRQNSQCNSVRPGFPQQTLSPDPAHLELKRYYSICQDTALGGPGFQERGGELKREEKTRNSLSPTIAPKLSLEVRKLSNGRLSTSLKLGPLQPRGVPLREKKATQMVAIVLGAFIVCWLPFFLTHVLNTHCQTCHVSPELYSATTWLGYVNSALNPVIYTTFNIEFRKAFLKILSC
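Agonist-mode cell screen: cells plated at 1500/well and incubated overnight at 37 °C, then exposed to library compounds for 90 min at 37 °C. Detection reagent was added for 30–60 min at room temperature, and luminescence was read.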
HT1080 IDH1KD tx = HT-1080 IDH1 knockdown cell toxicity (counter line); HT-1080 IDH1 knockdown viability, ATP luminescence, 48 h; Potency, µM (series often up to 46.1 µM), inactives show top-dose activity, negative = toxicity, most hits filed as cytotoxic; 360,000 compounds, 2% hits; AID 686971;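 further: potency means the concentration at half of the fitted maximal effect; 0% = DMSO wells and -100% = cell-free medium wells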
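Assay cells: HT-1080 with IDH1 knockdown, 750 per well, RPMI/5% FBS. Exposure: 48 h at 37 °C following 2 h pre-incubation. Read: CellTiter-Glo luminescence; fitted concentration-response, curve class assigned.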
GLP1R cytotox = cytotoxicity in counter-screen for GLP-1R inverse agonists; HEK293 cAMP-luciferase reporter cells, luminescence, 24 h; Potency, µM (titrated, usually from 38.3 µM), inactives show at the highest dose activity change, negative = inhibition, usual class: inhibitors; 410,000 compounds, 0.13% hits; AID 624418;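 further: loss of luciferase light is scored as toxicity; potency means the concentration at half of the fitted maximal effect; on the % scale 0 is the no-effect control and ±100 the full control effect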
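Cells in DMEM/10% Nu serum/1% pen-strep, 1536-well format. Pre-incubated 12 h, dosed with 23 nL compound, incubated a further 24 h. Luciferase detection, 12 min at room temp, luminescence.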
IL-1B inflam inh = inhibitors of inflammasome signaling (IL-1 beta secretion); 360,000 compounds, 4.7% hits; AID 743279; THP-1 LPS/ATP IL-1B secretion, AlphaLISA, 16 h; active compounds read low; activity change, % at 57.5 µM; in the data active means activity change below about -50%; inconclusive means mostly about -30% to -49%; further: on the % scale 0 is the no-effect control and ±100 the full control effect
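Secreted IL-1B measured by AlphaLISA bead assay after 16 h compound exposure of THP-1 cells; compounds (final up to 57.5 uM) added 1 h before LPS (250 ng/mL) and ATP (1.25 mM) stimulation; lower signal means less secretion.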
Active calls of the source: *; ? = inconclusive; . = not tested or not shown; & = joins results of further samples; [ ] = remark or other dose. Unless noted, the call rests on the fitted dose curve; in most records, active means well fitted curve in the direction sought with a large enough effect; inconclusive means small, poorly fitted or top-dose-only effect, or another doubt; inactive means no such curve, though single readings can be large; an effect the other way counts as inactive or inconclusive.

SMILES	HT1080-NT tox	MCF10A rereplic	KB-V1 MDR tox	SW480 rerep	KB-3-1 cytotox	DRD3 agonist	HT1080 IDH1KD tx	GLP1R cytotox	IL-1B inflam inh
CCn1c(SCC(=O)NCC2CCCO2)nnc1-c1ccc(S(=O)(=O)N2CCN(C)CC2)cc1 (stereo not drawn)	19%	1%	3%	-2%	4%	1	19%	22%	1
COc1ccccc1S(=O)(=O)N(C)C[C@@H]1OCc2cn(nn2)CCCC(=O)N([C@H](C)CO)C[C@H]1C	-4%	.	-16%	.	-9%	-8	-5%	1%	-23
C=CCNC(=O)COc1ccc(S(=O)(=O)N2CCCC2)cc1	1%	-10%	-2%	-13%	-14%	3	1%	0%	-3
CC1(C)Cc2c(c(N3CCOCC3)nc3sc4c(NCC5CCCO5)nnnc4c23)CS1 (stereo not drawn)	3%	7%	14%	-13%	?	12	0%	3%	16
Cc1ccc(NC(=S)NCCc2ccccc2)c(C)c1	14%	17%	?	?	-4%	5	5%	?	-23
COC(=O)[C@H](C)NC(=O)Nc1ccccc1C(F)(F)F	11%	-7%	10%	-15%	5%	0	0%	-14%	8
COc1ccccc1NC(=O)c1ccc(S(=O)(=O)N(C)c2ccccc2)cc1	-6%	11%	-10%	15%	-11%	-5	0%	11%	-16
COc1cccc(C2/C(=C(\O)c3ccc4c(c3)OCCO4)C(=O)C(=O)N2c2nnc(C)s2)c1 (stereo not drawn)	1%	1%	-4%	-13%	1%	7	5%	-2%	4
COc1ccc(-n2nc(C(=O)NCCc3ccc(OC)c(OC)c3)c3c4ccccc4n(C)c3c2=O)cc1Cl	.	.	7%	.	10%	16	.	2%	.
Cc1cc(NC(=O)c2cc(-c3ccco3)on2)no1	0%	0%	11%	-17%	4%	-16	12%	0%	-10
C=CCOc1c2ccc(C(=O)NCc3ccccc3OC)cc2nn1C	-5%	2%	12%	-2%[9.22 µM]	1%	-33	-1%	3%	-4
O=C(N/C(=C\c1ccco1)C(=O)N1CCCCC1)c1ccc([N+](=O)[O-])cc1	9%	6%	-1%	-2%	-6%	-18	0%	-21%	0
Cn1c(Cc2nc(-c3cnccn3)no2)nnc1SCC(=O)Nc1ccccc1	22%	-3%	-5%	9%	0%	-12	1%	0%	46
COC(=O)C1CCN(C(=O)Cn2nnc(-c3ccccc3)n2)CC1	-4%	4%	?	-12%	-9%	-1	-2%	18%	-1
CCCCNC(=O)COC(=O)CNC(=O)c1cc(Cl)cc([N+](=O)[O-])c1	9%	0%[9.22 µM]	8%	4%	5%	2	6%	-2%	-29
COc1ccc2cc(S(=O)(=O)Nc3ccccn3)ccc2c1	-8%	-1%	-7%	6%	-9%	2	-11%	22%	-12
COc1ccc(-c2c([C@H]3[C@H]4C=CC[C@@H](C)[C@@H]4C(=O)N3Cc3ccccc3)ccc3ccccc23)cc1	?	-4%	-11%	-4%	?	10	?	?	-10
CC(C)(C)[C@H]1CCC(=O)N([C@H](CC#N)Cc2ccccc2)CC1	18%	1%	14%&-39%	-25%	17%&-15%	-9	16%	?	-8
CCC(NS(=O)(=O)c1ccc(C)cc1)C(=O)Nc1ccc(NC(C)=O)cc1 (stereo not drawn)	13%	-1%	12%	-4%	6%	0	7%	6%	23
CC(C)Cc1ccc(C(C)NC(=O)c2ccc(=O)[nH]c2)cc1 (stereo not drawn)	-14%	-1%	1%	?	-5%	4	-21%	-11%	57
O=C(NCCc1c[nH]c2ccccc12)C(=O)NCC(c1cccnc1)N1CCN(c2ccccc2)CC1 (stereo not drawn)	-23%	3%	-6%	-6%	-14%	2	-23%	-20%	32
Cc1oc(-c2ccccc2F)nc1CSCC(=O)NCCc1ccccc1	.	.	-22%	.	1%	-5	.	-2%	.
Cc1ccc(NC(=O)CSc2nc3ccc(NC(=O)COc4ccc(C)cc4)cc3s2)cc1	.	.	?	.	?	7	.	-1%	.
COC(=O)[C@]1(C)N[C@H](CN(C)C(=O)Nc2ccc(F)cc2)[C@@H]2C(=O)N(C)C(=O)[C@@H]21	4%	-3%	0%	16%	0%	0	9%	-8%	22
COc1cc(/C=C/C(=O)OCC(=O)NC(=O)NC(C)(C)C)cc(OC)c1OC	1%	2%	-6%	0%	22%	7	-1%	-1%	19
O=C(CN1CCN(S(=O)(=O)c2ccc(F)c(Cl)c2)CC1)N1CCc2ccccc21	1%	-3%	3.3µM*	-5%	?	-5	2%	-6%	13
O=c1[nH]c2ccccc2nc1/C=C/c1ccc(F)cc1	-10%	6.5µM*	-24%	?	-3%	5	-12%	108%[activator]	18
CCOC(=O)CSc1nnc(CNc2ccccc2Cl)n1-c1ccccc1	2%	16%	-11%	7%	-7%	-2	2%	13%	2
Cn1c(N)c(C(=O)COC(=O)COc2cc(Cl)c(Cl)cc2Cl)c(=O)n(C)c1=O	7%	2%	-1%	-10%	-3%	-1	11%	?	10
Cc1cccc2cc(C3CC(c4ccco4)=NN3C(=O)CCC(=O)O)c(Cl)nc12 (stereo not drawn)	1%	-8%	22%	-7%	2%	-4	3%	-1%	0
O=C(C[C@@H]1C/C=C\C[C@H](Cc2ccc(F)cc2)C(=O)OC[C@@H]2CCCN2C1=O)N[C@H](CO)Cc1ccccc1	-3%	?	1%	3%	9%	0	-3%	-4%	-1
CC(c1ccco1)N(C(=O)c1ccccc1NS(=O)(=O)c1ccc(Cl)c([N+](=O)[O-])c1)c1ccccn1 (stereo not drawn)	-6%	23µM*	?	3%	-12%	-15	1%	-13%	-86*
C=CCSc1nnc(N2C(=O)C(O)=C(C(=O)c3ccco3)C2c2ccc(F)cc2)s1 (stereo not drawn)	-12%	?	1%	6%	4%	2	-8%	2%	56
Cc1csc(NC(=O)CSc2nnc(-c3ccc(S(=O)(=O)N4CCCC4)cc3)o2)n1	-3%	14%	-30%	-9%	23%	5	-18%	2%	31
COc1ccc(NC(=O)CSc2nnc(-c3cccs3)n2-c2ccccc2)cc1	23µM*	?	3%	?	1%	5	?	-18%	8
COc1ccc(Cn2ccnc2SCC(=O)Nc2nc3ccccc3s2)cc1	.	.	-15%	.	3%	-6	.	15%	.
Cc1cc(=O)oc2cc(OCC(=O)NCCN3CCOCC3)ccc12	30%	-10%	13%	-33%[inhibitor]	9%	10	28%	-4%	4
O=C(C1=C(O)C(=O)N(CCN2CCOCC2)C1c1ccc(F)cc1)c1cccs1 (stereo not drawn)	0%	-2%	0%	-12%	6%	3	4%	2%	0
COc1ccc(-c2cc3nc(-c4ccccc4)cc(N4CCN(C(=O)c5ccccc5)CC4)n3n2)cc1	-10%	.	-19%	.	1%	-1	-19%	19%	32
CCOC(=O)c1c(NC(=O)CN2C(=O)c3ccccc3C2=O)sc(Cc2ccc3c(c2)OCO3)c1C	19%	12%	-5%	-1%	10%	-10	3%	2%	18
CCCCc1c(-c2ccc(Cl)cc2)ncn1CCc1ccccc1OC	?	.	13µM*	.	?	4	?	-15%	-109*
c1ccc2oc(-c3ccn[nH]3)cc2c1	25%	4%	3%	-127%[inhibitor]	13%	-3	5%	15%	-1
O=C1OCCN1C(=O)[C@H]1[C@H](c2ccccc2)C(c2ccccc2)=NN1c1ccc(Br)cc1	-17%	?	0%	18µM*	0%	2	-16%	66%[activator]	-7
O=C(NNC(=S)Nc1cccc(Cl)c1)c1ccccc1OC(F)F	?	20%	?	23%	?	-3	?	-29%	25
N#C/C(=C\c1ccc(-c2ccc(C(=O)O)cc2)o1)C(=O)Nc1ccc(F)cc1	-2%	-8%	4%	-12%	-8%	1	4%	2%	-9
CC(=O)N1N=C2/C(=C/c3ccccc3)CCCC2C1c1ccccc1 (stereo not drawn)	?	?	-17%	14%	-2%	0	?	-11%[7.66 µM]	-5
Cc1ccc(S(=O)(=O)NC(=O)C2(C)CCN2C(=O)c2c(C)noc2C)cc1 (stereo not drawn)	27%	.	1%	.	0%	2	6%	1%	-6
Cc1ccc(OCc2ccc(C(=O)N3CCCC3)o2)c([N+](=O)[O-])c1	-17%	1%	?	-6%	17%	27	2%	6%	11
COc1cccc(C(=O)n2nc(-c3cccnc3)nc2NCc2ccc(F)cc2)c1	.	.	11%	.	14%	-12	.	-1%	.
CC(=O)c1ccc(OCC(=O)Nc2nnc(C3CC3)s2)cc1	1%	.	4%	.	6%	4	11%	-14%	-8
C=CCOc1cccn2c(N(C)C(=O)c3ccccc3F)c(CC)nc12	11%	.	-3%	.	0%	-12	6%	4%	15
CC(C)OC(=O)CSc1nnc2n1C(C)(C)Cc1ccccc1-2	5%	3%	-23%	0%	3%	-2	0%	-5%	15
Cc1cc(C)cc(-c2nnc(SCC(=O)NC3CC3)o2)c1	-5%[9.24 µM]	-8%	-16%	-24%	13%	-14	1%	-3%	0
CCN(CC)S(=O)(=O)c1ccc2c3c(cccc13)C(=O)N2	-6%	5%	-36%	6%	-20%	-7	0%	18%	50

Two neighbouring compounds already listed, quoted:
SMILES	HT1080-NT tox	MCF10A rereplic	KB-V1 MDR tox	SW480 rerep	KB-3-1 cytotox	DRD3 agonist	HT1080 IDH1KD tx	GLP1R cytotox	IL-1B inflam inh
Cc1cc(C)cc(-c2nnc(SCC(=O)NC3CC3)o2)c1	-5%[9.24 µM]	-8%	-16%	-24%	13%	-14	1%	-3%	0
CCN(CC)S(=O)(=O)c1ccc2c3c(cccc13)C(=O)N2	-6%	5%	-36%	6%	-20%	-7	0%	18%	50

Compound activity as filed in PubChem.
